Vif-A3G inh: blocks the Vif interaction with human APOBEC3G; Q9HC16; HeLa A3G-eYFP + Vif (tagged APOBEC3G with the HIV-1 protein that degrades it), YFP fluorescence, overnight; Potency, µM (series often up to 46.1 µM), without a hit: top-dose activity, negative = active, actives largely listed as inhibitors; 410,000 tested, 0.076% active;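 note: potency is the fitted concentration of half-maximal effect; % is set by controls: 0 for no effect and ±100 for the full control effect; nearly all actives have a fitted effect of over 60% in size; hits raise eYFP signal because A3G escapes Vif-driven loss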
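Read-out is eYFP fluorescence (Ex 488/Em 500-530) from Vif-expressing HeLa A3G-eYFP cells; more signal means A3G escaped Vif-mediated degradation. Cells plated overnight, compound pinned in, incubated overnight at 37 deg C.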
rTrxR1 inhibitor: inhibitors of rat thioredoxin reductase 1; recombinant rTrxR1, NADPH fluorescence consumption, selenite substrate; O89049; 390,000 tested, 1% active; Potency, µM (titrated, usually from 114 µM), without a hit: top-dose activity change, negative = inhibition, hits mostly inhibitors; note: potency is the fitted concentration of half-maximal effect; % is set by controls: 0 for no effect and ±100 for the full control effect; nearly all actives have a fitted effect of over 65% in size
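Rat TrxR1 (90 nM in the dispensed reagent) was pre-reduced with 400 uM NADPH for 5 min at room temperature, then incubated with compound for 15 min. After 400 uM selenite was added, NADPH fluorescence (Ex 340/Em 450 nm) was followed for 8 min.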
LDHA block: blocks human lactate dehydrogenase A | P00338 | purified LDHA, NADH/diaphorase-resazurin fluorescence; stronger effect = lower value | activity change, % (values are at about 110 or 230 µM) | 480,000 tested, 0.15% active | AID 1347041; in the data active = activity change below about -30%; inconclusive = mostly about -25% to -30%;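 note: plate controls were DMSO wells for no effect and wells without enzyme for full effect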
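Human LDH5 (2 nM) was incubated with 0.06 mM NADH and 0.2 mM pyruvate for 5 min at room temperature in Tris pH 7.4. Remaining NADH was coupled through diaphorase/resazurin, and resorufin fluorescence was read at 0 and 20 min.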
Glioma ERSR ind: inducers of ER stress response in human glioma cells | U87-MG GRP78 promoter luciferase reporter, 16 h | Potency, µM, for inactives: at the highest dose activation, hits mostly activators | 420,000 tested, 0.02% active | AID 602332; note: potency is the fitted concentration of half-maximal effect; series mostly up to about 76 µM; % of control where 0% means no effect; nearly all actives have a fitted effect of over 35% in size
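Stably transfected U87-MG human glioma cells carrying a GRP78-based luminescent sensor were seeded at 1000 cells/well, pin-dosed with compounds and incubated 16 h. Luciferase reagent was then added, and end-point luminescence was read after 10 min at room temperature.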
TrxR1 substrate: rat thioredoxin reductase 1 substrate activity. O89049. purified TrxR1 substrate turnover, NADPH consumption readout. Potency, µM (top dose mostly 114 µM), without a hit: top-dose activity change, negative = substrate turnover. 390,000 tested, 0.01% active. AID 588456; note: potency is the fitted concentration of half-maximal effect; % is set by controls: 0 for no effect and ±100 for the full control effect; nearly all actives have a fitted effect of over 50% in size
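Rat TrxR1, dispensed at 90 nM, was prereduced with 400 uM NADPH (final) for 5 min at ~22 deg C, then incubated with compound 15 min before 400 uM selenite. A first-read NADPH fluorescence drop versus no-compound background flagged substrates.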
USP1-UAF1 inh: USP1/UAF1 (human) deubiquitinase inhibition; O94782; recombinant USP1/UAF1, Ub-Rhodamine cleavage fluorescence; Potency, µM (top dose mostly 57.1 µM), without a hit: top-dose activity change, negative = inhibition, most hits filed as inhibitors; 390,000 tested, 0.23% active; AID 743255; note: potency is the fitted concentration of half-maximal effect; % is set by controls: 0 for no effect and ±100 for the full control effect; nearly all actives have a fitted effect of over 60% in size; inactives centre near -12
Target sequence (O94782 whole entry, looked up): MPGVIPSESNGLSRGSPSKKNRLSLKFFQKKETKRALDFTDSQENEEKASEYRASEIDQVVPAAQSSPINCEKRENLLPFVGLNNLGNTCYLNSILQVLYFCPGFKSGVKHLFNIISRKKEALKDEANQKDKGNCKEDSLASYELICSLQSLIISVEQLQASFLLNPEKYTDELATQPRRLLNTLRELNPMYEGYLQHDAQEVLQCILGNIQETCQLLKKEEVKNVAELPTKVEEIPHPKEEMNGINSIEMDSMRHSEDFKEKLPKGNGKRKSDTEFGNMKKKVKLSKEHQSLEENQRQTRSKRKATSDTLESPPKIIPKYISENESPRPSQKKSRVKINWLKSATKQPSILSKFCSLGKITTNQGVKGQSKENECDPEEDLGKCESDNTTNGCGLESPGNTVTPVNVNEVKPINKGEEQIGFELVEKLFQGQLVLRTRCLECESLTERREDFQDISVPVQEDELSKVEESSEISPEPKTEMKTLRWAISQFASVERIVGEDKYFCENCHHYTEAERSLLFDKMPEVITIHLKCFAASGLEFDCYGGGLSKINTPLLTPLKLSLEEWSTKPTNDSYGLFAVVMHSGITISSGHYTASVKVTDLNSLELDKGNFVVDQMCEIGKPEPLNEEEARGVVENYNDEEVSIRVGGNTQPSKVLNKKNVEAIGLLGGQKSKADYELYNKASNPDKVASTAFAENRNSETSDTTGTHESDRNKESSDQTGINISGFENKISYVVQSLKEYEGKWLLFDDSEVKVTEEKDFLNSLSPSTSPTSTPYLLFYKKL
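USP1/UAF1 complex (1 nM) preincubated 15 min at room temperature with compound, then Ub-Rho substrate (150 nM final) added. Kinetic fluorescence at 480/540 nm over 6 reads at 60 s intervals; 50 mM HEPES pH 7.8, 0.5 mM EDTA, 0.1 mg/ml BSA, 1 mM TCEP, 0.01% Tween-20.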
Vif-APOBEC3F blk: blocks the Vif interaction with APOBEC3F; 390,000 tested, 0.2% active; Potency, µM (titrated, usually from 46.1 µM), without a hit: top-dose activity, negative = active; AID 602313; HeLa A3F-eYFP + Vif (tagged APOBEC3F with the HIV-1 protein that degrades it), YFP fluorescence increase; note: potency is the fitted concentration of half-maximal effect; % of control where 0% means no effect; nearly all actives have a fitted effect of over 65% in size
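Fluorescence increase (Ex 488/Em 500-530) after overnight compound treatment at 37 deg C flags inhibition of Vif-driven A3F-eYFP loss in stable HeLa A3F-eYFP/Vif cells seeded overnight beforehand.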
IDH1 R132H inh: blocks human mutant IDH1 R132H enzyme | Potency, µM (series often up to 76.6 µM), without a hit: at the top dose activity change, negative = inhibition, most hits filed as inhibitors | 390,000 tested, 0.093% active | AID 602179 | IDH1-R132H enzyme, NADPH consumption, diaphorase/resazurin fluorescence | O75874; note: potency is the fitted concentration of half-maximal effect; % is set by controls: 0 for no effect and ±100 for the full control effect; nearly all actives have a fitted effect of over 65% in size
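IDH1-R132H (0.5 ug/mL dispensed) in pH 7.5 Tris buffer was preincubated 30 min with compound, then given a substrate mix of 0.016 mM NADPH and 2 mM alpha-KG for 80 min at room temperature; remaining NADPH was read by diaphorase/resazurin fluorescence.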
RGS4 inh: inhibitors of human regulator of G protein signaling 4; P49798; Transcreener GDP fluorescence polarization, RGS4-accelerated GTP hydrolysis; Potency, µM (titrated, usually from 114 µM), for inactives: top-dose activity change, negative = inhibition, hits mostly inhibitors; 390,000 tested, 0.039% active; AID 504845; note: potency is the fitted concentration of half-maximal effect; % is set by controls: 0 for no effect and ±100 for the full control effect; nearly all actives have a fitted effect of over 75% in size; some results filed as inactive show a strong effect at the top dose
Target sequence (P49798 whole entry, looked up): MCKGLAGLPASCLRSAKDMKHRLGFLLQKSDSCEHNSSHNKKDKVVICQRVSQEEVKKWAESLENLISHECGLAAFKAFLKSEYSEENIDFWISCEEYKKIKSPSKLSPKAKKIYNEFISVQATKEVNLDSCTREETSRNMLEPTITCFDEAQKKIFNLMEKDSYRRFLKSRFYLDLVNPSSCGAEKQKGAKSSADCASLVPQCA
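MLSMR compounds (23 nl, pin-transferred) preincubated 10 min at room temperature with a 500nM (2x) first reagent, then RGS4 at 900nM (2x) plus Transcreener GDP mix added; fluorescence polarization (620/688 nm) read before and after 90 min at 30 °C.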
* marks the source's active call; other numbers are inactive results; ? = inconclusive; · = not tested or not shown; [ ] = another dose, or the depositor's remark. Unless noted, calls come from the whole dose curve; as a rule, active = well fitted curve in the direction sought with a large enough effect; inconclusive = small, poorly fitted or top-dose-only effect, or another doubt; inactive = no such curve, though single readings can be large; an effect the other way counts as inactive or inconclusive. Some of the compounds tested (hit frequency here may not be typical).

Results follow in this order: Vif-A3G inh	rTrxR1 inhibitor	LDHA block	Glioma ERSR ind	TrxR1 substrate	USP1-UAF1 inh	Vif-APOBEC3F blk	IDH1 R132H inh	RGS4 inh
O=C(Cc1cccs1)N(c1ccc(Br)cc1)C1C=CS(=O)(=O)C1 (stereo not drawn)
  -6%	6%[57.1 µM]	-9	-4%	-1%	-11%	-10%	1%	?
CCCCN1C(=O)C(O)(CC(=O)c2ccc(CC)cc2)c2cc(Br)ccc21 (stereo not drawn)
  -16%	-11%	6	?	-12%	-13%	-3%	2%	9%
C/C=C/c1ccc(OCCOCCOc2cccc3cccnc23)c(OC)c1
  0%	-16%	-1	3%	-13%	-11%	-3%	1%	-18%
CCOc1ccc(-c2nnc(SCC(=O)N3CCOCC3)o2)cc1
  -2%	15%[57.1 µM]	-1	2%	9%[57.1 µM]	-8%	1%	6%	-8%
CN1CCN(c2nc(-c3ccccc3)nc3c2oc2ccccc23)CC1
  2%	1%[57.1 µM]	-4	-3%	10%[57.1 µM]	-15%	-4%	8%	-8%
COc1ccc(C(=O)/C=C/c2cn(CC(O)CN(CC(C)C)CC(C)C)c3ccccc23)cc1 (stereo not drawn)
  1%	-7%	-2	-2%	-10%	?	-20%	-2%	2%
O=[N+]([O-])c1ccc(O)c(C2CCCCC2)c1
  1%	-3%	0	-7%	-13%	-12%	11%	1%	-1%
CCn1c(SCC(=O)N/N=C/c2ccc(C)o2)nnc1-c1ccc(C)cc1
  -4%	-12%[57.1 µM]	4	-2%	3%[57.1 µM]	-16%	-7%	5%	-24%
C=CCOc1ccc(/C=C2\SC(N3CCCCC3)=NC2=O)cc1
  -9%	15%	-4	-3%	2%	-29%	16%	14%	-12%
CC1(c2ccc(OC(F)F)cc2)NC(=O)N(CC(=O)N2c3ccccc3NC(=O)C2(C)C)C1=O (stereo not drawn)
  3%	5%	-2	-5%	-3%	-15%	1%	6%	-8%
CCc1ccccc1NC(=O)CCC(=O)N1CC(C)Oc2ccc(C)cc21 (stereo not drawn)
  -2%	24%	0	0%	9%	-14%	0%	-5%	6%
COc1ccc(CCC(=O)NCCOc2ccccc2Cl)cc1
  11%	3%	-8	3%	1%	-5%	7%	2%	-3%
O=C(NCc1ccccc1F)C1CC(=O)N(Cc2ccco2)C1 (stereo not drawn)
  8%	·	1	1%	·	-10%	2%	14%	·
COc1ccc(OC)c(C=Nc2ccccc2-c2nc3ccccc3[nH]2)c1
  -5%	?	-8	3%	460%[activator]	-11%	0%	1%	-37%
COc1cccc2cc(C(=O)OCc3ccccc3)c(=O)oc12
  3%	-2%[57.1 µM]	1	3%	-7%	0%	-7%	2%	14%

Results follow in this order: Vif-A3G inh	rTrxR1 inhibitor	LDHA block	Glioma ERSR ind	TrxR1 substrate	USP1-UAF1 inh	Vif-APOBEC3F blk	IDH1 R132H inh	RGS4 inh
COc1ccc2[nH]c(C)c(CCNC(=S)Nc3cc(C)cc(C)c3)c2c1
  2%	5%	-10	-4%	-2%	-11%	-2%	-3%	13%
Cc1ccc2c(c1)c1c(c(=O)n(-c3ccccc3C)c(=O)n1CC(=O)NCCC1=CCCCC1)n2C
  -5%	151%[activator]	-1	-3%	55%[activator]	-13%	-6%	-4%	7%
CCOC(=O)c1cnn(-c2ccccc2)c1-n1cccc1
  2%	9%	-3	-4%	3%	-20%	8%	0%	-10%
Cc1ccc(C(CC(=O)O)NC(=O)CN2C(=O)c3ccccc3C2=O)cc1 (stereo not drawn)
  0%	19%[57.1 µM]	-3	10%	-9%	-9%	7%	5%	-16%
Cc1ccccc1N1CCN(C(=O)NCc2cccc(Cl)c2)CC1
  0%	-5%[0.457 µM]	-2	1%	2%	-13%	-1%	-3%	15%
CCN(C(=O)c1cc2c(Cl)nc3ccc(C)cc3c2s1)c1cc(OC)ccc1OC
  4%	9%	2	-3%	0%	1%	-6%	3%	-2%
COCc1c(C(=O)N2CCN(Cc3c(F)cccc3Cl)CC2)oc2ccccc12
  -1%	16%	2	-6%	0%	-13%	4%	6%	4%
Cc1ccccc1NC(=O)C(NS(=O)(=O)c1ccc2c(c1)c(=O)n(C)c(=O)n2C)c1ccccc1 (stereo not drawn)
  -6%	8%	-3	-4%	4%	-26%	2%	6%	-13%
CCC1CCCCN1CCCNC(=O)C1CCCN(c2ncnc3c2nc2n3CCCCC2)C1 (stereo not drawn)
  3%	11%	1	-6%	4%	-24%	1%	0%	-3%[11.4 µM]
CCN(CC)C1=N/C(=C\c2ccco2)C(=O)N1c1ccccc1
  -1%	?	3	-3%	-1%	-9%	-12%	1%	?
Cc1occc1-c1nnc(SCC(=O)NC2CC2)n1C
  1%	-10%	0	-1%	-5%	-4%	0%	-2%	-9%
Cc1nc2ccccn2c1CN(C)C(=O)C1CCC(=O)N(CCc2cccc(F)c2)C1 (stereo not drawn)
  -1%	8%	-2	-3%	29%	-28%	-1%	-2%	10%
O=C(COCC(=O)N/N=C/c1ccc(F)cc1)N/N=C/c1ccc(F)cc1
  -8%	-18%[57.1 µM]	1	-2%	-6%[57.1 µM]	-6%	14%	5%	?
CCc1cc(CNC(=O)CC2C(=O)NCCN2Cc2ccc(-c3ccccc3)cc2)on1 (stereo not drawn)
  0%	-21%	-1	4%	-1%	-31%	-10%	-6%	-3%
COc1ccc(CCNC(=O)c2cc(S(=O)(=O)N3CCCCCC3)ccc2OC)cc1OC
  -1%	-3%[57.1 µM]	-7	-4%	-4%[57.1 µM]	-15%	7%	-1%	8%

Results follow in this order: Vif-A3G inh	rTrxR1 inhibitor	LDHA block	Glioma ERSR ind	TrxR1 substrate	USP1-UAF1 inh	Vif-APOBEC3F blk	IDH1 R132H inh	RGS4 inh
COc1ccc(N2CCN(C(=O)C3CCCN(c4ncnc5c4nc4n5CCCCC4)C3)CC2)cc1 (stereo not drawn)
  0%	5%	-1	-1%	-4%	-3%	-9%	-1%	15%[11.4 µM]
O=C(Cn1nc(Cc2cccnc2)c2ccccc2c1=O)Nc1ccc(F)c(Cl)c1
  2%	21%	-8	-3%	5%	-4%	-14%	-27%	-8%
CC(=O)c1cccc(NC(=S)NC2CCCCCCC2)c1
  1%	-11%	-4	4%	5%	-29%	-1%	-14%	-24%
CCN(C(=O)COc1ccc(F)cc1Br)c1c(N)n(Cc2ccccc2)c(=O)[nH]c1=O
  4%	6%	-4	-7%	0%	-5%	2%	-7%	18%
O=C(O)CCc1ccc(-c2ccc(Cl)cc2)n1NC(=O)c1ccc(O)cc1
  1%	12%	-3	-1%	-3%	2%	-4%	-1%	-9%
O=C(Nc1ccc(Cl)cc1)OCCn1nnnc1C(c1ccccc1Cl)N1CCOCC1 (stereo not drawn)
  1%	-13%	4	-4%	-16%	-13%	3%	6%	-86%[56.9 µM]
Cc1ccc(C)c(N(C)C(=O)COc2cc(=O)n(C)c3ccccc23)c1
  -8%	12%	-10	-3%	-3%	-17%	4%	7%	3%
COc1cc(/C=N/NC(=O)C(=O)NCC2CCCO2)ccc1OCC(=O)N1CCOCC1 (stereo not drawn)
  0%	-6%[57.1 µM]	2	-8%	-9%[57.1 µM]	-15%	7%	-4%	-2%
CCn1c(NC(=O)c2ccccc2F)c(-c2cccs2)c(=O)c2ccccc21
  1%	3%	-3	0%	-1%	-13%	-11%	1%	-4%
Cc1c(CC(=O)NCCCC(=O)O)c(=O)oc2c(C)c3oc4c(c3cc12)CCCC4
  -2%	4%	-4	-3%	4%	-14%	-3%	-1%	-5%
CCCCN(CCCC)C(=O)C[n+]1cccc(/C=N/O)c1
  -3%	16%	-3	-1%	6%	2%	7%	-6%	-7%
Cc1ccsc1C(=O)NCc1ccc(Cl)cc1
  2%	18%	-4	-6%	2%	-14%	5%	8%	-14%

Single records (already shown):
`Cc1ccc2c(c1)c1c(c(=O)n(-c3ccccc3C)c(=O)n1CC(=O)NCCC1=CCCCC1)n2C` in the list: Vif-A3G inh: -5%; rTrxR1 inhibitor: 151%[activator]; LDHA block: -1; Glioma ERSR ind: -3%; TrxR1 substrate: 55%[activator]; USP1-UAF1 inh: -13%; Vif-APOBEC3F blk: -6%; IDH1 R132H inh: -4%; RGS4 inh: 7%
`O=C(O)CCc1ccc(-c2ccc(Cl)cc2)n1NC(=O)c1ccc(O)cc1` in the list: Vif-A3G inh: 1%; rTrxR1 inhibitor: 12%; LDHA block: -3; Glioma ERSR ind: -1%; TrxR1 substrate: -3%; USP1-UAF1 inh: 2%; Vif-APOBEC3F blk: -4%; IDH1 R132H inh: -1%; RGS4 inh: -9%
`C=CCOc1ccc(/C=C2\SC(N3CCCCC3)=NC2=O)cc1` in the list: Vif-A3G inh: -9%; rTrxR1 inhibitor: 15%; LDHA block: -4; Glioma ERSR ind: -3%; TrxR1 substrate: 2%; USP1-UAF1 inh: -29%; Vif-APOBEC3F blk: 16%; IDH1 R132H inh: 14%; RGS4 inh: -12%

Compound activity deposited in PubChem by National Center for Advancing Translational Sciences (NCATS).
